Assay outcomes: PubChem, Center for Chemical Genomics, University of Michigan
Dicer processing – inhibitors of Dicer pre-microRNA processing, primary screen, biochemical, cat-ELCCA, chemiluminescence; Endoribonuclease Dicer (Homo sapiens), Q9UPY3; cat-ELCCA pre-miR-21 Dicer processing; hits give high values; z-score at 25 µM; 47,000 tested, 6% active; in the data active = z-score above about 3, passing the limit was not always enough;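 also: plate controls were vehicle for no effect and no enzyme for full effect; higher signal means more uncleaved substrate so more Dicer inhibition; strong numbers were not always called active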
An asterisk follows results filed as active.

SMILES | Dicer processing
CCCN1C(=O)C(O)(CC(=O)c2ccccc2O)c2ccccc21 (stereo not drawn) | -1.1
CC(C)(C)c1ccc(/C(N)=N/OC(=O)Cc2cccs2)cc1 | -0.61
Cc1ccc(NC(=S)NNC(C)(C)C)cc1 | 1.4
COCCN1C(=O)CC(C(=O)OC)=C1C | 1.7
COc1ccc(-c2cnnn2-c2ccc(N)cc2)cc1OC | 0.94
NC(=O)c1ccc2[nH]c3c(c2c1)CCCC3 | 0.26
COc1ccc(-c2nc3n(n2)C(c2cccnc2)C2=C(CC(C)(C)CC2=O)N3)cc1 (stereo not drawn) | 0.36
COCCCNC(=S)NNC(=O)c1ccc(C(F)(F)F)cc1 | -4.6
Cc1cnc(NC(=O)CCC(=O)O)c(C)n1 | -0.06
COc1ccc(-c2csc(-c3c(C)noc3N(C(C)=O)C(C)=O)n2)cc1 | 0.44
Cc1nn(-c2ccccc2)nc1CNS(=O)(=O)c1cn(C)c(C)n1 | 1.4
Cc1cccc(-c2nnc(SCC(=O)c3ccc(Cl)cc3)n2C)c1 | -0.41
OC(CNCc1ccccc1)c1ccccc1 (stereo not drawn) | -1.3
COc1ccc(C2/C(=C(\O)c3ccc(Br)cc3)C(=O)C(=O)N2CCCn2ccnc2)cc1 (stereo not drawn) | 0.24
CCCOC(=O)C1=C(C)Nc2ccc(C)cc2S1 | -1.3
COc1ccc(Br)cc1C1CC(=O)c2c(ccc3ccccc23)N1 (stereo not drawn) | 3.3*
CNC(=O)c1sc(SC)c2c1CCC=C2 | 27
O=C(O)c1ccccc1C(=O)Nc1c(-c2ccccc2)nc2ccccn12 | 1
CSc1ncc(S(=O)(=O)Cc2cccs2)c(N)n1 | 0.02
O=S(=O)(NC1Cc2ccccc2C1)c1ccc(Br)s1 | -0.63
O=C1CCCC2=C1C(c1cccc(O)c1)Nc1ccc(C(=O)c3ccccc3)cc1N2 (stereo not drawn) | 1.9
N#CC1=C(N)Oc2n[nH]c(-c3ccccc3)c2C1C1CCCCC1 (stereo not drawn) | -1.4
CCOc1ccc(C2C(C(=O)c3cc4ccccc4o3)=C(O)C(=O)N2CCN(C)C)cc1OC (stereo not drawn) | 2.5
O=C1CC(c2ccccc2)CC(=O)N1c1cccc2c1CCCC2 | -0.16
CC(C)N(Cc1ccccc1)S(=O)(=O)c1ccc(-c2ccccn2)s1 | 0.01
The listing continues.
SMILES | Dicer processing
CNC(=O)c1ccccc1S(=O)c1cccc2cccc(CO)c12 (stereo not drawn) | -1.1
CC(=O)Nc1ccc(N2C(=O)C3C4c5ccccc5C(c5ccccc54)C3(C)C2=O)cc1 (stereo not drawn) | 1.5
COc1cccc(CN(C)CCc2ccccn2)c1OC | 0.32
CC(=O)c1sc(C(=O)O)c(-c2ccco2)c1-c1ccco1 | 2
Cc1ccc(/C(O)=C2\C(=O)C(=O)N(Cc3cccnc3)C2c2ccc(C)cc2)cc1 (stereo not drawn) | 0.91
CSC(=NCc1cccs1)NC(=O)c1c(Cl)cccc1Cl | -0.38
Cc1[nH]c2ccccc2c1C(=O)CSc1nnc(Cc2cccs2)n1C | 3.4*
COc1ccc(Cl)cc1Nc1nc(-c2cccnc2)nc2ccccc12 | -0.34
Cc1onc(-c2c(Cl)cccc2Cl)c1C(=O)Nc1nnc(C2CC2)s1 | 1.9
C/S(=N/C(=O)Nc1ccc(Cl)cc1)c1ccc(OC(=O)c2ccc(Cl)cc2)cc1 (stereo not drawn) | 0.81
Cc1cc(C)c2nc(Nc3nc(C)cc(=O)[nH]3)nc(C)c2c1 | 1.5
CCCCc1cc(C)c2[nH]c(=O)cc(C)c2c1 | 1.9
O=C(Nc1cc2ccccc2s1)NC1CCN(Cc2ccccc2)CC1 | -0.75
Cc1cccc(NC(=S)N2CC(C)OC(C)C2)c1 (stereo not drawn) | -1.4
CCn1c(C(O)c2cc(OC)ccc2OC)nc2ccccc21 (stereo not drawn) | 0.75
CC1=CCC2C(=O)N(c3ccc(S(N)(=O)=O)cc3)C(=O)C2C1 (stereo not drawn) | 0.01
N#CC(c1cc2ccccc2cn1)c1ccc2c(c1[N+](=O)[O-])C(=O)c1ccccc1C2=O (stereo not drawn) | -1.2
CC(C)CC(=O)N1c2ccccc2NC2=C(C(=O)CC(C)(C)C2)C1c1cccnc1 (stereo not drawn) | 0.82
CCn1cnc2cc(NCc3ccco3)ccc21 | 1.6
O=C(O)C1CCN(C(=O)c2cc(F)cc3c2OCOC3)CC1 | -0.84
O=C1C(=O)N(CCCn2ccnc2)C(c2cccc(F)c2)/C1=C(\O)c1ccc(Br)cc1 (stereo not drawn) | -0.06
COc1ccc(N=C2NC(=O)CC(C(=O)Nc3ccc(Br)cc3)S2)cc1 (stereo not drawn) | -0.42
CC(=O)OC[C@@H](OC(C)=O)[C@@H](OC(C)=O)[C@@H](OC(C)=O)C(N)=O | -1.8
COc1ccc(-c2n[nH]c(=S)n2-c2cccc(C(F)(F)F)c2)cc1 | -0.41
CCSc1sccc1C1C(C#N)=C(N)N(c2cccnc2)C2=C1C(=O)CC(c1ccccc1)C2 (stereo not drawn) | 1.7
Following part:
SMILES | Dicer processing
CCCCOC(=O)Nc1nnc(C)s1 | -0.67
Nc1nc2n(n1)C(c1cccc(Cl)c1)CC(c1ccc(F)cc1)N2 (stereo not drawn) | -0.44
Cc1ccc(NC(=S)Nc2ccccc2N)c(C)c1 | 7*
Cc1ccsc1/C=C/c1ccnc(SCc2c(Cl)cccc2Cl)n1 | 0.09
COc1cccc(-c2nc(-c3cc4ccccc4[nH]c3=O)no2)c1 | 0.78
NNC(=O)c1sc2ccccc2c1Cl | -0.85
COc1ccc(-c2cc(C(=O)O)c3ccccc3n2)c(OC)c1 | 4.5*
Cc1n[nH]c(=O)nc1NCc1ccco1 | -0.37
Cc1nn(C)c(C)c1NC(=O)c1c([N+](=O)[O-])cnn1C | 0
N#Cc1ccccc1N=Nc1c(O)ccc2ccccc12 | 1.3
CC(C)(C)c1ccc(-c2nc(NC(=O)CSc3nnc4ccccn34)ns2)cc1 | 3*
Cc1cc(C)c2c3c(oc2n1)C(=O)N(c1ccccc1)CC(=O)N3 | -2.2
O=S(=O)(c1ccc(Cl)cc1)n1ccc(-c2ccc(C#Cc3ccccc3)s2)n1 | -0.29
COc1ccc(CC2C(=O)OC(C)(C)OC2=O)c(Cl)c1OC | 1
Cc1[nH]c2ccc(C(=O)OCCN(C)C)cc2c1C | -0.61
Nc1ccc(C(=O)NCC(=O)O)cc1 | 2
Cc1nc(C(F)(F)F)ccc1C(=O)NCCNC(=O)OC(C)(C)C | 4.4*
CN1CCN(c2nc3cc(C(F)(F)F)ccc3n3cccc23)CC1 | -1.7
Cn1c(-c2ccc(Br)cc2)cnc1NCc1cccc(F)c1 | 2.5
CN(C)C1CS(=O)(=O)CC1N(C)C (stereo not drawn) | 2.9
Cc1onc(-c2ccccc2)c1C(=O)Nc1ccc(N)cc1 | 1.8
CCSC1=N/C(=C\c2ccc3c(c2)OCO3)C(=O)S1 | 1.4
NNC(=O)Cc1csc2nc(-c3ccccc3)nn12 | -1
Cc1ccc(NC(=O)/C(C#N)=C/c2cc(Br)cs2)cc1Cl | 2.1
O=S(=O)(Nc1ccc(Oc2ncnc3cc(Cl)ccc23)nc1)c1ccc(S(=O)(=O)c2ccccc2)s1 | -0.21
The listing continues.
SMILES | Dicer processing
CS(=O)(=O)c1sc(NC(=O)Nc2ccc(Cl)cc2)c2c1C=CCC2 | 3.3*
c1ccc(-c2cc3c(N4CCOCC4)ncnc3s2)cc1 | -2.7
CCN(CC)c1ccc(C2C(C#N)=C(C)NC3=C2C(=O)CCC3)cc1 (stereo not drawn) | -0.42
CSc1nc2c(c(=O)[nH]1)C(c1ccc(Br)cc1)C1=C(CCCC1=O)N2 (stereo not drawn) | -2.8
O=C(Nc1ccccc1SCC(O)CSc1cccs1)c1ccc(Cl)cc1 (stereo not drawn) | 0.7
O=C(NC(=O)c1c(F)cccc1Cl)OCc1ccc(Cl)cc1Cl | -1.3
O=C(O)CSCC(=O)N1CCC(n2cccc2)CC1 | -0.16
O=C(O)c1ccccc1C(=O)c1ccc(Sc2ccc(Cl)cc2)c([N+](=O)[O-])c1 | -0.42
Cc1ccc(C(=O)CSc2nc3ccccc3c(=O)[nH]2)cc1C | -0.87
Cc1cccc(NC(=O)NC(=O)c2ccc(C(C)(C)C)s2)n1 | 1.1
C/C(=C\c1ccccc1[N+](=O)[O-])c1cc2ccccc2c2ccccc12 | -0.56
CN(C)c1ccc(NC(=O)C(=O)NCCO)cc1 | 3.9*
O=c1c2c(nc(NCCCO)n1-c1ccccc1)-c1ccccc1CC21CCCC1 | 0.32
COCCn1c2c(c(=O)[nH]c1=O)C(c1cccc3ccccc13)C1=C(N2)c2ccccc2C1=O (stereo not drawn) | 0.43
C=CCOc1ccc(C2C3=C(CC(C)(C)CC3=O)NC3=C2C(=O)CC(C)(C)C3)cc1 | 0
COc1ccc(-c2cc3ncc4c(n3n2)-c2cc(F)ccc2OC4)cc1 | -0.27
CCOC(=O)c1nc(N2CCN(C(=O)OCC)CC2)c2c3c(sc2n1)CCCC3 | 1.7
COC(=O)c1c(C)oc(C)c1S(=O)(=O)NCC1CC1 | 0.17
O=C(NCc1ccc(S(=O)(=O)N2C=CC(C(F)(F)F)=NCC2)s1)c1ccccc1 | -0.61
COc1c(-c2ccccc2)oc2ccccc2c1=O | 0.68
Oc1ccccc1CNc1nc2c(s1)CCc1ccccc1-2 | 4.3*
Cn1ccnc1SCC(=O)Nc1ccccc1Br | -0.64
COc1ccccc1C1C2=C(CCCC2=O)Nc2nnnn21 (stereo not drawn) | 1.6
CC(C)[C@H](NC(=O)OCc1ccccc1)C(=O)O | 0.54
O=C(Oc1ccc(C(F)(F)F)cc1[N+](=O)[O-])c1ccc([N+](=O)[O-])cc1 | -2.3

Given as tab-separated lines: part of the list above.
SMILES	Dicer processing
Cn1ccnc1SCC(=O)Nc1ccccc1Br	-0.64
COc1ccccc1C1C2=C(CCCC2=O)Nc2nnnn21 (stereo not drawn)	1.6

Next part.
SMILES | Dicer processing
CC(=O)Nc1ccc(Oc2nc(-c3ccccc3)ns2)cc1 | 1.3
COC(=O)/C(C#N)=C/c1ccc(Cl)cc1Cl | -0.61
O=C(Nc1ccc(OC(F)(F)F)cc1)c1c(-c2ccccc2)nnc2ccccc12 | 29*
COc1ccc2[nH]c(=O)c(=O)[nH]c2c1 | 0.9
c1coc(-c2nnc(SCc3nc4ccccc4[nH]3)o2)c1 | -1.2
COc1ccc(O)c(C2=NN3C(C2)c2cc(Br)ccc2OC3c2ccsc2)c1 (stereo not drawn) | 1.4
O=C(CSc1nc(-c2cccs2)cc(C(F)(F)F)n1)NCCCn1ccnc1 | 0.04
CCOC(=O)Cn1c(C)nc2ccccc21 | 4.7*
CCOCCOC(=O)C1=C(C)NC2=C(C(=O)CCC2)C1c1ccc(C)cc1 (stereo not drawn) | 0.1
Clc1ccc(-c2noc(CSc3nc4ccccc4n4cccc34)n2)cc1 | -0.24
O=C(Nc1cc(-c2ccccc2)[nH]n1)c1ccccc1 | -1
CCc1c(C#N)c(SCC(=O)c2ccc3c(c2)OCO3)nc2c1C(=O)CC(C)(C)C2 | -2.5
CCOC(=O)C1=C(C)NC2=C(C(=O)CC(C)(C)C2)C1c1ccccn1 (stereo not drawn) | 0.48
O=C(O)C1=CCCNC1 | -2.2
Clc1ccc(-c2noc(CC3CCCCC3)n2)cc1 | 0.56
Cc1cc(Sc2ccc([N+](=O)[O-])cn2)c(Cl)cc1Cl | -0.48
CSc1nc(N)nc(C2COc3ccccc3O2)n1 (stereo not drawn) | 0.16
CSc1sc(C(=O)NN=C(C)C)c2c1C(O)CCC2 (stereo not drawn) | 0.05
COCCCNC(=S)Nc1ccc(F)cc1 | -0.92
CCN(CC)c1ccc(C2Nc3ccccc3NC3=C2C(=O)CC(C)(C)C3)cc1 (stereo not drawn) | 0.38
Cc1[nH]ncc1-c1nsc(Nc2ccccc2)n1 | 0.64
COc1ccc(S(=O)(=O)N(C(=O)C(C)C)c2ccc3oc(=O)sc3c2)cc1 | 0.09
CC(C)(C)C(=O)/C(C#N)=C/c1ccc(C(F)(F)F)cc1 | 3.2*
CC(=O)Nc1ccc(NC(=O)c2nccnc2C(=O)O)cn1 | -0.06
CC(C)CNC(=O)c1sc(=S)n(-c2ccc(Cl)cc2)c1N | 0.4

17 entries from above, ordered by length of the SMILES, largest number first:
SMILES | Dicer processing
COc1ccc(S(=O)(=O)N(C(=O)C(C)C)c2ccc3oc(=O)sc3c2)cc1 | 0.09
O=C(Nc1ccc(OC(F)(F)F)cc1)c1c(-c2ccccc2)nnc2ccccc12 | 29*
CCN(CC)c1ccc(C2Nc3ccccc3NC3=C2C(=O)CC(C)(C)C3)cc1 (stereo not drawn) | 0.38
COc1ccc(O)c(C2=NN3C(C2)c2cc(Br)ccc2OC3c2ccsc2)c1 (stereo not drawn) | 1.4
CCOC(=O)C1=C(C)NC2=C(C(=O)CC(C)(C)C2)C1c1ccccn1 (stereo not drawn) | 0.48
Clc1ccc(-c2noc(CSc3nc4ccccc4n4cccc34)n2)cc1 | -0.24
CC(C)(C)C(=O)/C(C#N)=C/c1ccc(C(F)(F)F)cc1 | 3.2*
Cc1cc(Sc2ccc([N+](=O)[O-])cn2)c(Cl)cc1Cl | -0.48
CC(C)CNC(=O)c1sc(=S)n(-c2ccc(Cl)cc2)c1N | 0.4
CC(=O)Nc1ccc(NC(=O)c2nccnc2C(=O)O)cn1 | -0.06
O=C(Nc1cc(-c2ccccc2)[nH]n1)c1ccccc1 | -1
CSc1sc(C(=O)NN=C(C)C)c2c1C(O)CCC2 (stereo not drawn) | 0.05
COC(=O)/C(C#N)=C/c1ccc(Cl)cc1Cl | -0.61
Cc1[nH]ncc1-c1nsc(Nc2ccccc2)n1 | 0.64
CCOC(=O)Cn1c(C)nc2ccccc21 | 4.7*
COCCCNC(=S)Nc1ccc(F)cc1 | -0.92
O=C(O)C1=CCCNC1 | -2.2

The listing continues.
SMILES | Dicer processing
COc1cccc(C2CC(=O)NC(SCc3ccccc3)=C2C#N)c1 (stereo not drawn) | 0.04
Fc1cnc(N2CCOCC2)nc1N1CCc2ccccc21 | 2.7
O=C(CSc1ncnc2c1sc1nc(N3CCOCC3)c3c(c12)CCCC3)Nc1ccccn1 | -0.27
FC(F)(F)c1cccc(NC(=S)Nc2ccccc2)c1 | 0.93
NS(=O)(=O)c1cc(Cl)ccc1Cl | 0.48
O=C(N1CCc2ccccc21)N1c2ccccc2Sc2ccccc21 | -0.51

Only part of the results is shown; count on the stated rates, not on these rows.
